Source: PubChem BioAssay (several laboratories)
Cardiac RTF inh – cardiac RTF calcium sensitivity inhibitors, primary screen, biochemical, IANBD-TnC fluorescence, EC70 calcium; IANBD-labeled cardiac RTF, Ca2+ fluorescence; inhibition, % at 7.15 µM; AID 493244, 2011; 340,000 compounds, 0.12% hits; Troponin I, cardiac muscle (Homo sapiens) + Troponin T, cardiac muscle (Homo sapiens) + …;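 active = inhibition above the mean inhibition of all tested compounds plus 3 SD, cut at about 17% in these data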;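 note: assay run at fixed EC70 calcium of 1.6 mM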
SR-BI HDL uptake – inhibitors of SR-BI mediated HDL lipid uptake, primary screen, ldlA[mSR-BI] cells, fluorescence, single point | ldlA[mSR-BI] CHO cells, DiI-HDL uptake fluorescence, 3 h | 320,000 compounds, 0.96% hits | Scavenger receptor class B member 1 (Mus musculus), Q61009 | inhibition, % at 12.5 µM;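 active = mean replicate inhibition of at least 70% and a set share of replicates each scoring 70 or more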;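 note: 0% = median of neutral control wells and 100% = median of positive control wells; values of inactives mirror those of a sister screen read the other way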
Target sequence (Q61009 whole entry, looked up): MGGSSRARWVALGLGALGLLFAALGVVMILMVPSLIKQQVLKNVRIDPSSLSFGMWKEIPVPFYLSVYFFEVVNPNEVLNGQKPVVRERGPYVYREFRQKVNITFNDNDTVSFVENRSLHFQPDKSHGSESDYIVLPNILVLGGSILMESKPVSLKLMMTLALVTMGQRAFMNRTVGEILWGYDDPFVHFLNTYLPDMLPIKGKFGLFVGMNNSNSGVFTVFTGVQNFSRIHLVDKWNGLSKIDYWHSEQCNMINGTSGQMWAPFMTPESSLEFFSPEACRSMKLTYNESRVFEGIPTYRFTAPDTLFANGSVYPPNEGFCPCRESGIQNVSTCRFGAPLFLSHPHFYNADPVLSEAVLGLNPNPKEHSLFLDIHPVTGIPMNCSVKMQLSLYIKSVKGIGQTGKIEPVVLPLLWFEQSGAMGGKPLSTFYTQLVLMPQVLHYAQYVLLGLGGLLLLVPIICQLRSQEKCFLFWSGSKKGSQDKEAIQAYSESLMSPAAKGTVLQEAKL
Keap1-Nrf2 PPI – Keap1-Nrf2 protein-protein interaction inhibitors, primary screen, biochemical, fluorescence polarization, single point. Kelch-like ECH-associated protein 1 (Homo sapiens), Q14145. Keap1 Kelch-Nrf2 peptide fluorescence polarization, 1536-well. inhibition, % at 9.4 µM. 340,000 compounds, 0.15% hits; in the data active = inhibition above about 12%;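 note: human Keap1 Kelch domain with fluorescein labeled Nrf2 9mer peptide probe; 0% = neutral control wells and 100% = peptide positive control; higher means more block of Keap1 binding to Nrf2 peptide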
Target sequence (Q14145 whole entry, looked up, the tested form may be a part): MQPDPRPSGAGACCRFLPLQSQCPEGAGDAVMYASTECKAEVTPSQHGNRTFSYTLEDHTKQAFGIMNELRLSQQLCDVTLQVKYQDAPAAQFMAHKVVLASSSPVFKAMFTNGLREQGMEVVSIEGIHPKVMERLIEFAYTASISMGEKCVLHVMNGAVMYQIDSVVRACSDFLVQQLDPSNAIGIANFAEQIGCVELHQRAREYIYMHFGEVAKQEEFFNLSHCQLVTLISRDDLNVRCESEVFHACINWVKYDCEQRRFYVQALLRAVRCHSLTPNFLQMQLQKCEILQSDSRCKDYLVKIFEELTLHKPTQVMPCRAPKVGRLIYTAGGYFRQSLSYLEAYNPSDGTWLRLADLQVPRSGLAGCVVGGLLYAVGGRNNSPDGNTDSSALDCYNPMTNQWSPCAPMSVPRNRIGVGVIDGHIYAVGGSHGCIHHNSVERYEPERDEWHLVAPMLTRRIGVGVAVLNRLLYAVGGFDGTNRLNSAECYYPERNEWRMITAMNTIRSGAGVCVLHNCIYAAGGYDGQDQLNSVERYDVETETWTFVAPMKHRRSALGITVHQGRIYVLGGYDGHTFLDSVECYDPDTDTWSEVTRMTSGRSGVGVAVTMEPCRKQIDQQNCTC
PvdQ inh – P. aeruginosa PvdQ acylase inhibitors, primary screen, biochemical, fluorescence, plate reader and imaging, single point; purified PvdQ acylase; inhibition, % at 10 µM; 340,000 compounds, 0.063% hits; in the data active = inhibition above about 30%, passing the limit was not always enough;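 note: 0% = vehicle neutral wells and 100% = reference inhibitor wells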
Arr AP2 block – inhibitors of beta-arrestin/AP2 binding, primary screen, biochemical, GPCR trafficking, flow cytometry. FITC-arrestin peptide / GST-AP2 beads; AP2 beta2 appendage carries R879A mutation. inhibition, % at 10 µM. 340,000 compounds, 0.31% hits. AID 504490, 2011;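 active = inhibition above a set limit, near 3 SD of compounds lacking own fluorescence, cut at about 54% in these data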;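 note: plate controls were DMSO wells for no effect and 5 µM unlabelled arrestin peptide for full effect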
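System: GST-AP2 R879A bound to glutathione beads, E. coli-expressed. Also added: 50 nM FITC-arrestin peptide. Schedule: compound with beads 12 min RT, then probe 1 h RT. Signal: bead flow cytometry, FITC channel. Read-out basis: percent response.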
DAGLB inhibitor – DAGLB lipase inhibitors, primary screen, biochemical, fluorescence, HTS | 340,000 compounds, 0.059% hits | HEK293T DAGLB membrane lysate, EnzChek fluorogenic substrate | Diacylglycerol lipase-beta (Homo sapiens), Q8NCG7 | AID 504411, 2011 | inhibition, % at 5.17 µM; in the data active = inhibition above about 34%;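 note: 0% = enzyme with vehicle and 100% = wells lacking enzyme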
NSD2 HMT inh – NSD2 histone methyltransferase inhibitors, primary screen, biochemical, AlphaScreen, single concentration, set 2 | Histone-lysine N-methyltransferase NSD2 (Homo sapiens), O96028 | NSD2 peptide methylation, 120 min | inhibition, % at 12.5 µM | 310,000 compounds, 0.54% hits | AID 743445, 2014; in the data active = inhibition above about 50%
SR-BI DiI-HDL act – activators of SR-BI mediated DiI-HDL uptake, primary screen, ldlA[mSR-BI] CHO cells, DiI fluorescence | activation, % at 12.5 µM | 3 h; 100 = double the neutral-control signal | 320,000 compounds, 0.096% hits | AID 504775, 2011;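 active = mean replicate activation of at least 60% and every replicate at or above 60%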;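 note: 0% = median plate neutral-control signal and 100% = twice that signal; values of inactives mirror those of a sister screen read the other way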
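Test system: SR-BI-overexpressing, LDLR-lacking CHO cells; Also added: labelled HDL, 10 µg/mL; Measured by: bottom-read cell fluorescence after medium removal, ex 550/em 595 nm; Timing: 3 h uptake period with compound, 37 °C; Buffer or medium: F12, 0.5% BSA, 25 mM HEPES; Doses: single compound concentration, delivered by pin transfer.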
LANA DNA inh – inhibitors of KSHV C-LANA binding to DNA, primary screen, biochemical, fluorescence polarization, FAM-LBS DNA, MBP-C-LANA, single point. Kaposi's sarcoma herpesvirus LANA C-terminal domain (residues 932-1162) DNA binding. inhibition, % at 9 µM. 340,000 compounds, 0.078% hits. AID 504423, 2011;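 active = highest replicate inhibition at or above 60% at 9 µM, even if other replicates fall short; inactive = all replicates below 60% inhibition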;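 note: 0% = neutral control wells and 100% = 4 µM acridine orange control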
PKA-R2B activ – activators of PKA-R2B holoenzyme, primary screen, biochemical, fluorescence polarization, Cy5-IP20, human; PKA-R2B holoenzyme dissociation; R2B truncated from residue 108, S112A mutant; 0% DMSO only, 100% 113 µM cGMP; cAMP-dependent protein kinase catalytic subunit beta (Homo sapiens) + cAMP-dependent …; 340,000 compounds, 0.079% hits; activation, % at 11.4 µM;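 active = activation above a cutoff set at the mean over all compounds plus 3 SD, cut at about 18% in these data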;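 note: higher means more holoenzyme dissociation and a rise in polarization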
An asterisk follows results filed as active; · = no result given.

SR-BI DiI-HDL act | PvdQ inh | SR-BI HDL uptake | Keap1-Nrf2 PPI | DAGLB inhibitor | Arr AP2 block | PKA-R2B activ | Cardiac RTF inh | compound | NSD2 HMT inh | LANA DNA inh
7 | -4 | -7 | 0 | 2 | 28 | -10 | -4 | CCn1c(C)nc2cc(C(=O)NN=Cc3ccc([N+](=O)[O-])cc3)ccc21 | -3 | -0.3
32 | -2 | -32 | -4 | 0 | 4 | -7 | -1 | CCCc1nc(SCC(=O)Nc2nnc(SCC)s2)c2c(=O)n(C)c(=O)n(C)c2n1 | · | 0.1
4 | -11 | -4 | -2 | 1 | -11 | -4 | -6 | CC(CCN1CCN(CCO)CC1)c1ccccc1 (configuration not stated) | 6 | 0.7
-13 | -2 | 13 | -1 | -2 | 24 | 3 | -6 | CCOc1cccc(-c2nnc3sc(-c4ccco4)nn23)c1 | -1 | -1.2
6 | -9 | -6 | 1 | 1 | 5 | -2 | 1 | CC(C)CN(C(=O)C1COc2ccccc2O1)c1c(N)n(CC(C)C)c(=O)[nH]c1=O (configuration not stated) | -3 | -0.2
-9 | -14 | 9 | -11 | -4 | 5 | 1 | 6 | O=C1NC2(NN1c1ccccc1)C1CC3CC(C1)CC2C3 (configuration not stated) | -1 | 0.1
-16 | -13 | 16 | -2 | -1 | 2 | 2 | -9 | COC(=O)NCc1ccc2c(c1)OCO2 | 2 | 0.2
3 | -13 | -3 | -5 | -2 | -24 | -13 | -3 | O=S(=O)(c1ccccc1Cl)N1CCC(O)(c2cccnc2)CC1 | 4 | -0.6
-3 | -3 | -1 | 4 | 0 | 2 | -3 | -6 | CN(CCN(C)C(=O)c1[nH]cnc1C(=O)Nc1ccccc1)C(=O)c1[nH]cnc1C(=O)Nc1ccccc1 | · | -1.3
35 | -15 | -35 | -3 | -1 | -6 | -2 | -5 | CC1CCN(C(=O)c2cc(S(=O)(=O)N3CCCCC3)c[nH]2)CC1 | · | -0.4
35 | -15 | -35 | -2 | -1 | -8 | -11 | -5 | Nc1nc(SCC(=O)Nc2ncc(C(F)(F)F)cc2Cl)n[nH]1 | 0 | -1.0
17 | 4 | -17 | 4 | -2 | -2 | 2 | -9 | COc1cc2c(C(=O)NCCN(C)C)cn(CC(C)C)c(=O)c2cc1OC | 0 | 0.5
-5 | -14 | 5 | 0 | -2 | -9 | 13 | -4 | COc1ccc(C2(C(=O)NCCc3ccccc3)CCCC2)cc1OC | -5 | 1.1
-19 | -13 | 19 | 1 | -1 | -1 | 7 | -5 | CCOC(=O)c1nn(-c2cc(C(=O)OC)cc(C(=O)OC)c2)cc1O | -6 | -0.2
-21 | -9 | 21 | -2 | -1 | 3 | -6 | -2 | COc1ccc(NC(=S)Nc2cc(C)cc(C)n2)cc1OC | 0 | 0.3
36 | -6 | -36 | -7 | -3 | -1 | -1 | -2 | CCN(Cc1ccccc1)C(=O)c1ccc(C)c(S(=O)(=O)N2CCCCC2)c1 | 0 | 0.7
13 | -11 | -13 | 2 | 1 | -14 | -4 | -10 | Cc1nnc(N2C(=O)C(O)=C(C(=O)c3ccco3)C2c2ccc(C(C)C)cc2)s1 (configuration not stated) | 2 | 11
-39 | -7 | 39 | -2 | 6 | 13 | 8 | -3 | O=C(Nc1ccc(N2CCCC2)cc1)c1ccc(Br)o1 | · | -0.6
-1 | -5 | 1 | -4 | 1 | -1 | 2 | -7 | Cc1nn(CC(=O)N2N=C(C(F)F)CC2(O)C(F)F)c(C)c1[N+](=O)[O-] (configuration not stated) | -1 | -0.1
-21 | -11 | 21 | -2 | -2 | 5 | 5 | -9 | CCCCN1CCc2c([nH]c3ccccc23)C1=O | · | -0.1
22 | 3 | -22 | -2 | 5 | 0 | -2 | 3 | CCOC(=O)Cn1c(N2CCCCCC2)nc2c1c(=O)[nH]c(=O)n2C | 0 | -0.7
8 | 0 | -8 | 2 | -3 | -3 | 10 | -5 | O=C(NCc1ccccc1)c1noc2c1CCCCC2 | 2 | 3.6
8 | -14 | -8 | -2 | -2 | -1 | 5 | 1 | O=C(NCCSc1ncc(-c2ccc(F)cc2)[nH]1)c1ccc2c(c1)OCO2 | 5 | 0.7
-41 | 7 | 41 | 3 | -2 | 10 | 2 | 16 | COc1cc(C(=O)N2CCN(c3ncnc4sc(C)c(C)c34)CC2)cc(OC)c1OC | · | 0.1
7 | 6 | -7 | 3 | 1 | 11 | -4 | -18 | COc1cccc(NC(=O)COc2coc(CN3CCN(c4ccccc4)CC3)cc2=O)c1 | 0 | -2.2
· | 4 | · | 1 | 1 | 2 | 3 | 9 | CCOC(=O)N1CCN(C(=O)COc2ccc(Cl)cc2C)CC1 | -4 | 0.8
17 | 12 | -17 | 1 | -2 | 0 | 0 | -5 | CCN(CC)CCNC(=O)Cn1nc(-c2ccc(C)cc2)ccc1=O | 40 | -1.4
-29 | -3 | 29 | 2 | -2 | -3 | -15 | -4 | CCc1cccc(OCC(=O)Nc2ccc(S(=O)(=O)N3CCCC3)cc2)c1 | 2 | -0.1
13 | 1 | -13 | -9 | -9 | 3 | -11 | -6 | CC(C)c1ccc(NC(=O)COC(=O)C2CC3C=CC2C3)cc1 (configuration not stated) | 4 | 1.2
11 | -9 | -11 | -5 | -1 | -6 | -13 | -18 | COc1ccc(-n2c(CNC(=O)COc3ccc(Cl)cc3Cl)n[nH]c2=S)cc1 | 3 | -1.2
-10 | -14 | 10 | 5 | -13 | -13 | 16 | -2 | CCN(CCc1ccccc1)c1ccc2c(c1)C1CC2CCN1C(=O)OCc1ccccc1 (configuration not stated) | · | -0.2
15 | -14 | -15 | -3 | 2 | 1 | 5 | -5 | COc1ccc(-c2cc3c(=O)n(CC(=O)NCc4ccccc4F)ncn3n2)cc1 | · | 0.6
30 | -10 | -30 | 1 | -2 | -7 | 2 | 6 | COc1cccc(C(=O)NCCS(=O)(=O)N2CCC(C)CC2)c1 | 0 | -2.5
1 | 4 | -1 | 1 | 4 | -1 | -2 | -2 | CCCN(CCC)S(=O)(=O)c1nc2nc(C)cc(C)n2n1 | -2 | -1.4
-6 | 10 | 6 | -4 | -1 | 9 | -2 | -10 | Cc1ccc2c(c1)NC(=O)C(CC(=O)NCc1ccc(F)cc1)O2 (configuration not stated) | · | 1.2
-6 | -8 | 6 | -10 | 0 | -2 | 5 | -10 | O=C(CSc1nnc(CNc2ccc(F)cc2)n1Cc1ccco1)NC1CC1 | 1 | -1.5
-1 | -5 | 1 | -1 | 0 | 0 | 6 | -11 | Cc1ccc(C2CC(=O)NC(SCc3ccccc3)=C2C#N)cc1 (configuration not stated) | -4 | 1.6
14 | -12 | -14 | -3 | -1 | 2 | -3 | -4 | CC(=O)C1=C(S(=O)(=O)c2ccc(C)cc2)CS(=O)(=O)C1 | 0 | 1.8
16 | -12 | -16 | 2 | -3 | -5 | -6 | 2 | CCOC(=O)N1CCN(Cc2nc(N)nc(Nc3ccc(OC)cc3)n2)CC1 | -4 | -1.8
9 | -2 | -9 | 0 | -9 | -3 | -3 | -9 | Cc1nc(SCC(=O)Nc2ccccc2Cl)c2c(C)c(C)sc2n1 | -5 | 1.8
27 | -1 | -27 | -2 | -6 | 11 | -12 | 1 | O=C(COC(=O)/C=C/c1ccc(Cl)cc1)Nc1ccccc1-c1ccccc1 | -1 | 0.6
10 | -5 | -10 | 0 | 3 | 16 | 8 | -5 | Cc1onc(-c2ccccc2)c1C(=O)N1CCCC(C(F)(F)F)C1 (configuration not stated) | 0 | 0.9
10 | -14 | -10 | -5 | -1 | 4 | 7 | -5 | Cc1cnc(C(=O)NCC(=O)Nc2ccccc2Br)cn1 | -5 | -0.7
40 | -14 | -40 | -7 | -4 | 0 | -1 | -5 | Cc1cc(C(=O)N2CCN(c3ncccn3)CC2)cs1 | -3 | -0.6
31 | -7 | -31 | -1 | 0 | 4 | -6 | -3 | CCCCn1c(SCC(=O)Nc2nccs2)nc2ccccc2c1=O | 0 | 1.1
24 | -12 | -8 | -5 | -2 | 0 | -2 | -6 | Cc1cccc(C2=N/C(=C\c3cccnc3)C(=O)O2)c1 | -2 | -2.2
-24 | -8 | 24 | 5 | -12 | -3 | -11 | -9 | CCc1nc(NC(C)(C)C)c2cnn(-c3ccccc3)c2n1 | -2 | -0.3
23 | -8 | -23 | 1 | 1 | 4 | -7 | -7 | Cc1ccc(CCNC(=O)CN2C(=O)COc3ccccc32)cc1 | 1 | -1.5

Sorted by length of the SMILES (high to low): some entries from above
SR-BI DiI-HDL act | PvdQ inh | SR-BI HDL uptake | Keap1-Nrf2 PPI | DAGLB inhibitor | Arr AP2 block | PKA-R2B activ | Cardiac RTF inh | compound | NSD2 HMT inh | LANA DNA inh
27 | -1 | -27 | -2 | -6 | 11 | -12 | 1 | O=C(COC(=O)/C=C/c1ccc(Cl)cc1)Nc1ccccc1-c1ccccc1 | -1 | 0.6
23 | -8 | -23 | 1 | 1 | 4 | -7 | -7 | Cc1ccc(CCNC(=O)CN2C(=O)COc3ccccc32)cc1 | 1 | -1.5
31 | -7 | -31 | -1 | 0 | 4 | -6 | -3 | CCCCn1c(SCC(=O)Nc2nccs2)nc2ccccc2c1=O | 0 | 1.1

(more compounds)
SR-BI DiI-HDL act | PvdQ inh | SR-BI HDL uptake | Keap1-Nrf2 PPI | DAGLB inhibitor | Arr AP2 block | PKA-R2B activ | Cardiac RTF inh | compound | NSD2 HMT inh | LANA DNA inh
-26 | 4 | 26 | -3 | -15 | 14 | -6 | 1 | O=C(OCc1ccccc1F)c1ccc2c(c1)OCCO2 | -1 | -2.0
-41 | -7 | 41 | -11 | 0 | -8 | 7 | -6 | COc1ccc(S(=O)(=O)N/N=C(/C)c2cccc(NC(=O)c3ccccc3Cl)c2)cc1 | 4 | 1.4
21 | -1 | -21 | -1 | -1 | 4 | -9 | -2 | CC(=O)Nc1ccc(OCCOc2ccccc2C(C)=O)cc1 | 0 | -0.4
42 | -2 | -42 | 1 | -1 | 5 | 2 | -4 | Cc1ccc(NS(=O)(=O)c2c(C(=O)N3CCOCC3)c(C)n(C)c2C)cc1C | -1 | -0.5
-22 | -8 | 22 | 1 | -9 | -7 | 0 | -15 | COc1ccc(N(CC(=O)Nc2cccc(SC)c2)S(C)(=O)=O)cc1Cl | · | 2.5
